CendR NRP1 mod: alters CendR peptide binding to human NRP-1; 360,000 compounds, 0.85% hits; O14786; inhibition, % at 25 µM; AID 602438; FAM-RPARPAR peptide binding to NRP-1, fluorescence polarization;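 active = inhibition or corrected inhibition above about 18%, plus a signal ratio from 0.5 to 1.5, limit read from the data, passing the limit was not always enough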; note: strong numbers were not always called active
SUMO1 PPI mod: SUMO1-SIM interaction modulation; P63165; SUMO1 binding to a labelled peptide, TR-FRET, 1 h; inhibition, % at 20 µM; 360,000 compounds, 0.33% hits; AID 602429; in the data active = inhibition above about 37%
LMPTP block: LMPTP (human) inhibition. P24666. recombinant LMPTP-A, OMFP fluorogenic substrate, fluorescence intensity. inhibition, % at 20 µM. 360,000 compounds, 0.22% hits. AID 651560;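 active = compounds that cut the enzyme signal by at least half of the control window in the single-dose screen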;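 note: plate controls were DMSO wells with enzyme plus substrate for no effect and substrate without enzyme for full effect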
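Buffer or medium: Bis-Tris pH 6.0, DTT, detergent; Assay system: LMPTP-A enzyme; Quantity: 0.625 nM enzyme; Detection: endpoint fluorescence intensity; Times: 50 min dark incubation at room temperature; Controls: substrate-only low control, DMSO enzyme-plus-substrate high control; Doses: single 20 µM dose; Read-out: percent inhibition versus substrate-only and uninhibited controls; Reagent: 400 µM OMFP.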
MT1-MMP act inh: MT1-MMP (human) activation inhibition | HT1080 RFP-PRO-GFP cells, GFP/RFP ratio fluorescence, overnight; percent of plate control window, DMSO zero | 360,000 compounds, 0.061% hits | GFP/RFP ratio change, % at 20 µM | P50281 | AID 651647;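 active = GFP/RFP ratio change of at least 30% with cell ATP level not reduced by more than half and red fluorescence within 50% of control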; note: strong numbers were not always called active
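Compound: 20 µM single dose, 1% DMSO / System: HT1080 RFP-PRO-GFP cells / Controls: DMSO and RFP-L50D-GFP cell wells / Read-out basis: GFP/RFP fluorescence ratio / Schedule: overnight compound exposure at 37 °C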
NadD block: blocks S. aureus nicotinate mononucleotide adenylyltransferase; purified NadD enzyme, colorimetric absorbance read-out; inhibition, % at 20 µM; 360,000 compounds, 0.78% hits; AID 602399; in the data active = inhibition above about 26%; note: some compounds past the cut are filed as inactive
Rpn11 inh: blocks the human proteasome subunit Rpn11 | O00487 | human 26S proteasome, Ub4-pepOG fluorescence polarization; 20S core pre-blocked with epoxomicin | calls only at 20 µM | 360,000 compounds, 0.59% hits;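 active = inhibition at 20 µM, scaled to each plate's controls, above about 33%, limit read from the data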
Target sequence (O00487 whole entry, looked up): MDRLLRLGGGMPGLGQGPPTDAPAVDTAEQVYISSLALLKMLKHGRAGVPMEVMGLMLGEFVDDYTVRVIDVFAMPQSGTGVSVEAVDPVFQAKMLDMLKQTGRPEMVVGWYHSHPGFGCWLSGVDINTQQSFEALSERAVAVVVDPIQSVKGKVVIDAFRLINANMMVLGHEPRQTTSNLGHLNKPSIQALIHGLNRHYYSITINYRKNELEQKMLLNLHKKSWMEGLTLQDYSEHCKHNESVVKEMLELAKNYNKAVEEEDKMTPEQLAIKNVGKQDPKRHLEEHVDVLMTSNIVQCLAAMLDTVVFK
Scp1 inh: Scp-1 (human) phosphatase inhibition. Q9GZU7. Recombinant Scp1, phosphopeptide, malachite green phosphate absorbance. inhibition, % at 20 µM. 340,000 compounds, 0.88% hits. AID 493091;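 active = inhibition above about 50% at 20 µM, limit read from the data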;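 note: plate controls were DMSO wells with enzyme for no effect and wells lacking enzyme for full effect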
Target sequence (Q9GZU7 76-261 limits assumed): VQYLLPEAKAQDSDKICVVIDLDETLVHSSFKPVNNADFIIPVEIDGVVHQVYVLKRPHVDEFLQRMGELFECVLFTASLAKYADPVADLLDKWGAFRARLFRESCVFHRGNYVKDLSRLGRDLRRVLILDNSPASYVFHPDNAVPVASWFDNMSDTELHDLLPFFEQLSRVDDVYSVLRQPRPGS
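assay system = SCP-1 phosphatase catalytic domain, residues 76-261 | buffer or medium = 50 mM Tris acetate pH 5.5, 0.005% Tween-20, 10 mM MgCl2 | incubation = enzyme reaction 45 min at room temperature, colour 5 min, stabilisation 30 min | signal = Phosphate-binding colour reagent, absorbance read at 630 nm | measure = % inhibition at 20 µM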
STEP inh: STEP (human) phosphatase inhibition; P54829; recombinant STEP, OMFP fluorogenic substrate, fluorescence; inhibition, % at 20 µM; 360,000 compounds, 0.25% hits;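 active = inhibition at 20 µM, scaled per plate between control wells, above about 37%, limit read from the data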;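 note: 0% = DMSO with enzyme and substrate and 100% = substrate only without enzyme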
Target sequence (P54829 whole entry, looked up): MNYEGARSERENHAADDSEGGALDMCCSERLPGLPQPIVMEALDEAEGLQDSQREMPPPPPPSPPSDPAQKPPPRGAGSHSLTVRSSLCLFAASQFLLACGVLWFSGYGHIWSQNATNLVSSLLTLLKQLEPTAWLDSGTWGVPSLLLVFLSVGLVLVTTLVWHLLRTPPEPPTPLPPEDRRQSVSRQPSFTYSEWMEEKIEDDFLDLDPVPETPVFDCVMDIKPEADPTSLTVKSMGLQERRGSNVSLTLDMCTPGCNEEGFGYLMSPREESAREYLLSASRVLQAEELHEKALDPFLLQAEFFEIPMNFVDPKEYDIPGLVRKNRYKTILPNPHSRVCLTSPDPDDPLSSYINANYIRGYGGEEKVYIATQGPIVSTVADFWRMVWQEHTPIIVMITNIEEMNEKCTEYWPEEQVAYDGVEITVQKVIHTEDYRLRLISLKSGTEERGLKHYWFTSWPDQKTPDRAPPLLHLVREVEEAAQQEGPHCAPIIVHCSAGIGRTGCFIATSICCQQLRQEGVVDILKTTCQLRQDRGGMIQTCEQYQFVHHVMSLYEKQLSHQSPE
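Also added – OMFP at 25 µM · Test system – STEP tyrosine phosphatase · Technique – FITC-channel fluorescence of OMFP product · Schedule – 20 min at room temperature, dark · Evaluation – control-normalized % inhibition with plate pattern correction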
SKN-1 inh: C. elegans SKN-1 inhibition. C. elegans VP596 Pgst-4::GFP/RFP ratio, acrylamide-induced, 24 h. inhibition, % at 21.8 µM. 360,000 compounds, 0.49% hits. AID 624304;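 active = interference check ratio from 0.5 to 1.5 plus GFP to RFP signal ratio inhibition reaching or exceeding a fixed threshold, cut at about 30% in these data, passing the limit was not always enough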; note: some compounds called inactive have numbers as strong as hits
DNMT1 block: DNMT1 (human) enzyme inhibition; inhibition (reported as % activation of signal), % at 10 µM; 360,000 compounds, 0.83% hits; P26358; AID 588458; DNMT1 molecular beacon, Hinp1I cleavage, fluorescence; in the data active = inhibition above about 50%
Numbers without * were called inactive; i = inactive; · = not tested or not shown.

SMILES | CendR NRP1 mod | SUMO1 PPI mod | LMPTP block | MT1-MMP act inh | NadD block | Rpn11 inh | Scp1 inh | STEP inh | SKN-1 inh | DNMT1 block
CC(C)(C)[C@@H]1C=C(C(=O)O)O[C@H](OCCCCO)C1 | -8.0 | 2.1 | -2.0 | -1.1 | -4.5 | i | -1.6 | -2.0 | 6.1 | 1.2
CC12CCC(C(=O)Nc3cccc(Cl)c3)(C(Br)C1=O)C2(C)C (stereo not given) | -2.8 | -2.0 | -0.6 | -6.9 | -3.5 | i | 1.3 | -2.6 | 0.1 | 0.5
O=C(CSc1nnc(-c2ccc(F)cc2)o1)c1ccc2c(c1)OCCO2 | -14.2 | 2.2 | -3.0 | 1.8 | 3.9 | i | -5.6 | -2.3 | -10.1 | -5.1
Cc1ccc(C)c(NC(=O)CCN2CC(C)CC(C)C2)c1 (stereo not given) | 3.2 | 2.3 | 0.9 | -0.5 | -0.5 | i | -3.5 | -0.2 | 11.4 | 0.0
CCOC(=O)Nc1sc2c(c1C(=O)OCC)CCC2 | -8.6 | -1.6 | 1.9 | -0.9 | -4.0 | i | -8.0 | -5.3 | 0.2 | -0.4
CCc1ccccc1NC(=O)CC(O)(C(=O)OC)C(F)(F)F (stereo not given) | -10.8 | 3.6 | -0.7 | 5.0 | 3.7 | i | 0.4 | -4.3 | 6.7 | -0.5
CCCN(CCC)CCNC(=O)C(NS(=O)(=O)c1ccc2c(c1)CCC(=O)N2)c1ccccc1 (stereo not given) | -5.4 | 0.7 | -0.9 | -4.2 | -2.3 | i | -4.4 | 0.2 | 12.9 | -4.7
N#Cc1nc(Cc2ccccc2)oc1NCCN1CCOCC1 | -4.1 | -3.0 | -2.3 | 0.8 | -0.2 | i | -3.7 | -4.9 | 0.3 | 1.4
O=C(O)CCn1c(SCc2cc(=O)n3ccccc3n2)nc2ccsc2c1=O | 10.4 | -9.4 | -0.2 | -6.4 | 6.2 | i | -8.3 | 4.1 | -4.2 | 1.2
O=C1NC(Cc2c[nH]c3ccccc23)C(=O)N1Cc1cccc2ccccc12 (stereo not given) | -1.8 | 0.3 | -0.3 | 8.6 | -5.5 | i | -5.0 | 0.3 | 0.8 | -5.4
CCOC(=O)c1ccc(NC(=O)CSc2nnc(Cn3c(=O)sc4ccccc43)n2C)cc1 | -9.3 | 9.3 | -1.0 | -3.9 | 0.8 | i | -6.9 | -1.4 | 17.9 | -3.9
COc1ccc(C(=O)Nc2c(C(C)(C)C)nn(C)c2C(C)(C)C)cc1 | 0.1 | -2.8 | -2.2 | -12.3 | -0.7 | i | -7.3 | 3.5 | -3.0 | 0.1
COc1ccccc1-c1c(C)nn2c(N3CCN(Cc4ccccc4)CC3)cc(C)nc12 | -4.1 | 2.7 | -1.0 | 1.4 | -4.1 | i | 12.9 | 4.2 | 6.9 | -4.1
COc1ccc(CNC(=O)O[C@]23C[C@H]4C(=O)N(c5ccccc5)C(=O)[C@H]4C[C@@]2(O)CN(S(=O)(=O)c2ccc(C)cc2)C3)cc1OC | -10.9 | -4.6 | -0.4 | -0.5 | 6.2 | i | · | -1.0 | 9.9 | -0.5
COc1ccccc1NS(=O)(=O)c1cccc(C(=O)N/N=C/c2ccc(NC(C)=O)cc2)c1 | 4.0 | -7.1 | 1.0 | 0.1 | -1.5 | i | -8.5 | 10.9 | 11.5 | 0.0
O=C(Nc1ccc(N2CCOCC2)cc1)c1cc2c(s1)CCCC2 | -4.2 | 0.7 | 3.3 | 5.3 | 0.4 | i | 10.2 | -2.2 | 0.1 | -1.3
Cc1cccc(-n2c(CCc3ccccc3)nnc2SCC(=O)c2ccccc2)c1 | 2.2 | 0.5 | 3.3 | -9.3 | 5.2 | i | 8.0 | 1.1 | 5.5 | -6.1
O=C(O)CCCC(=O)Nc1ccccc1Br | 9.1 | -0.3 | -0.4 | 0.9 | -5.1 | i | -1.8 | 3.2 | 14.9 | 2.6
Cc1ccc(N2C(=O)c3ccccc3C2Nc2ccccc2)nc1 (stereo not given) | -8.1 | 2.9 | -1.3 | -0.3 | -2.8 | i | -1.2 | 3.4 | 15.9 | 2.3
COc1ccc(CNC(=O)CN(C2CCCCC2)S(C)(=O)=O)cc1 | 2.5 | -3.7 | -0.6 | 1.7 | -5.4 | i | 0.0 | -2.2 | 11.8 | -3.6
Cc1nn(-c2ccccc2)c(Cl)c1/C=N/NC(=O)c1ccnn1C | 10.2 | 6.5 | 0.5 | -2.3 | -4.7 | i | -6.5 | -0.3 | 4.8 | -0.3
Cc1ccc(CNC(=O)C2CCN(S(=O)(=O)c3cccs3)CC2)cc1 | 3.6 | 3.2 | -0.9 | -2.0 | -5.7 | i | -7.1 | 0.2 | -9.5 | -2.4
CC(=O)N1CCOc2ccc(S(=O)(=O)N3CCC(C(=O)Nc4cc(C)ccc4C)CC3)cc21 | 2.1 | 4.6 | 0.0 | 5.1 | -2.5 | i | -3.5 | -1.0 | 15.6 | 1.0
CCOC(=O)Nc1cccc(Cl)c1C | -3.4 | -1.4 | -1.8 | 0.2 | 0.7 | i | -10.5 | -3.1 | 16.8 | -0.9
Cc1cccc(CN2CCN(c3nc4nonc4nc3NC3CC3)CC2=O)c1 | -2.0 | -5.2 | -2.2 | 3.3 | -2.3 | i | -3.7 | -1.4 | -5.2 | 5.3
Further records
SMILES | CendR NRP1 mod | SUMO1 PPI mod | LMPTP block | MT1-MMP act inh | NadD block | Rpn11 inh | Scp1 inh | STEP inh | SKN-1 inh | DNMT1 block
CCn1c(SCC(=O)Nc2cc(OC)ccc2OC)nnc1C1CCCCC1 | -2.0 | 2.5 | -0.5 | -0.6 | -3.5 | i | -3.7 | 4.2 | 13.3 | -1.6
Cc1c(C(=O)NCc2ccco2)cccc1[N+](=O)[O-] | 11.7 | -1.2 | -1.1 | 5.7 | 0.1 | i | -4.6 | 0.2 | -0.3 | 0.8
COc1ccc(C2(CNC(=O)c3ccc(OC)c([N+](=O)[O-])c3)CCOCC2)cc1OC | -18.1 | -16.4 | -1.2 | -2.1 | 2.2 | i | -2.0 | -0.9 | -0.7 | 0.4
COc1cc(OC)cc(-c2nnc(NC(=O)Cc3ccc(F)cc3)o2)c1 | -19.0 | 0.8 | -1.7 | 1.8 | -0.4 | i | -0.3 | 0.0 | -11.1 | 1.8
COCC(=O)N(C)C1(c2nnnn2CCOC(=O)Nc2ccc(Cl)cc2)CCCC1 | -3.8 | 2.2 | -0.5 | 4.1 | -0.8 | i | -8.0 | -1.1 | 3.9 | -1.3
COc1cc2c(cc1OC)C(c1ccccc1)N(C(=O)c1cccc(S(C)(=O)=O)c1)CC2 (stereo not given) | 2.2 | 3.7 | -0.1 | -3.1 | 1.7 | i | 1.8 | -1.1 | 0.5 | 1.1
CC(=O)c1cccc(NS(=O)(=O)c2cc(-c3cnc(C4CC4)o3)ccc2C)c1 | 13.5 | -4.5 | 1.7 | -5.2 | -1.4 | i | -6.5 | 2.8 | -9.2 | 5.0
COc1ccc(CNC(=O)COC(=O)C2CC2C)cc1OC (stereo not given) | -2.9 | 3.0 | -0.7 | -2.6 | 2.5 | i | 1.4 | -1.3 | 12.0 | -0.5
O=C(/C=C/Nc1ccccc1)c1ccccc1 | 6.0 | -15.5 | 0.2 | -5.2 | -0.4 | i | -3.4 | 5.0 | 35.6* | 0.5
CC1CC(C)CN(c2nc3c(c(=O)n(C)c(=O)n3C)n2CCSc2ncccn2)C1 (stereo not given) | -11.9 | 8.1 | -0.8 | 3.2 | 0.9 | i | -1.2 | 0.4 | 7.5 | 0.5
O=C(Nc1nnc(SCC(=O)N2CCOCC2)s1)C1CC(=O)N(c2ccccc2)C1 (stereo not given) | 6.6 | 6.2 | 1.0 | · | 0.2 | i | 4.0 | -3.5 | 4.5 | 1.9
Cc1ccc(NC(=O)C2CC(=O)N(C(C)c3ccccc3)C2)cc1 (stereo not given) | 9.5 | 0.9 | -0.7 | 0.8 | -2.9 | i | -3.9 | 1.3 | 14.1 | 0.1
O=C(COc1cccc(F)c1)Nc1nc(-c2cccnc2)cs1 | -7.2 | -3.5 | 15.7 | 1.6 | 18.9 | i | -5.5 | 0.7 | 12.0 | -27.4
CCOc1cc(NC(=O)C2CCCO2)c(OCC)cc1NC(=O)C1CC1 (stereo not given) | 4.9 | 2.4 | -0.9 | 2.4 | 2.3 | i | 4.7 | -1.5 | 16.3 | 1.3
CN(CCc1ccccc1)C(=O)CC1C(=O)NCCN1Cc1ccccn1 (stereo not given) | -1.6 | -2.1 | -1.7 | -1.8 | 3.9 | i | · | -1.5 | 3.2 | -3.7
Cc1ccc(S(=O)(=O)Nc2ccc(C(OC(=O)c3ccccc3[N+](=O)[O-])(C(F)(F)F)C(F)(F)F)cc2)cc1 | 2.4 | -4.4 | 4.1 | -14.0 | 2.8 | i | -7.6 | -0.1 | 17.4 | -8.8
c1ccc2c(Nc3nc(N4CCOCC4)c4ccccc4n3)cccc2c1 | -4.1 | -4.4 | 21.3 | -9.2 | 2.8 | i | 1.2 | 0.8 | 13.4 | -1.7
CCN(CC)c1ccc(C=Nc2cc(C)cc(C)c2)c(O)c1 | -9.1 | -1.2 | -1.3 | 1.6 | -3.2 | i | -2.0 | 0.6 | 7.1 | -1.0
CC(=O)/C(=C/c1ccc(N(C)C)cc1)C(=O)c1ccccc1 | -11.4 | -19.4 | 1.4 | -5.6 | 0.6 | i | -2.0 | 9.4 | 0.3 | -0.1
CC(C)(Oc1ccc(Cl)cc1)C(=O)Nc1ccc2oc(=O)ccc2c1 | -0.9 | 1.6 | 0.4 | 0.3 | -9.9 | i | -5.5 | 0.7 | -11.2 | 0.0
CC(C)C[C@H]1CNC(=S)N1CC1CCCN1C[C@H](CC(C)C)N1C[C@H](Cc2ccc(O)cc2)N(CC2CCCCC2)C1=S (stereo not given in full) | -4.8 | 5.3 | 4.1 | 0.6 | 22.3 | i | 12.6 | 3.2 | 4.6 | -7.6
CC1(C)CC(=O)C(C=NCC2CCCO2)=C(O)C1 (stereo not given) | -13.9 | -0.9 | -1.8 | 3.0 | -3.0 | i | -3.7 | -4.6 | 0.2 | 0.6
Cc1ccc([N+](=O)[O-])cc1NC(=O)c1ccoc1C | 4.9 | -9.0 | -0.9 | 2.2 | -3.7 | i | -2.4 | 1.3 | 3.9 | -7.8
